Screening results: PubChem, National Center for Advancing Translational Sciences (NCATS)
JMJD2E inh – JMJD2E (human) inhibition; JMJD2E catalytic domain, FDH-coupled NADH fluorescence (FDH is formaldehyde dehydrogenase); 230,000 compounds, 1.6% hits; Potency, µM (series often up to 57.1 µM), for inactives: top-dose activity change, negative = inhibition, usual class: inhibitors; active = well fitted inhibition curve with a large enough effect, not every such curve was filed as active; inconclusive = small, poorly fitted or top-dose-only effect, or another doubt; inactive = no such curve, though single readings can be large or run the other way;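 also: 0% = wells with enzyme and -100% = buffer wells without enzyme; nearly all actives have a fitted effect of over 50% in size; many of its hits are not listed in these tables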
TRb-SRC2 inh – TRbeta-SRC2 interaction inhibition | P10828 | TRbeta-SRC2 peptide binding, fluorescence polarization; receptor liganded with 1 µM T3 | Potency, µM (series often up to 106 µM), for inactives: top-dose activity change, negative = inhibition, actives largely listed as inhibitors | 280,000 compounds, 0.065% hits | AID 1469;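 also: plate controls were bound peptide for no effect and peptide without receptor for full effect; nearly all actives have a fitted effect of over 50% in size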
Target sequence (P10828 whole entry, looked up): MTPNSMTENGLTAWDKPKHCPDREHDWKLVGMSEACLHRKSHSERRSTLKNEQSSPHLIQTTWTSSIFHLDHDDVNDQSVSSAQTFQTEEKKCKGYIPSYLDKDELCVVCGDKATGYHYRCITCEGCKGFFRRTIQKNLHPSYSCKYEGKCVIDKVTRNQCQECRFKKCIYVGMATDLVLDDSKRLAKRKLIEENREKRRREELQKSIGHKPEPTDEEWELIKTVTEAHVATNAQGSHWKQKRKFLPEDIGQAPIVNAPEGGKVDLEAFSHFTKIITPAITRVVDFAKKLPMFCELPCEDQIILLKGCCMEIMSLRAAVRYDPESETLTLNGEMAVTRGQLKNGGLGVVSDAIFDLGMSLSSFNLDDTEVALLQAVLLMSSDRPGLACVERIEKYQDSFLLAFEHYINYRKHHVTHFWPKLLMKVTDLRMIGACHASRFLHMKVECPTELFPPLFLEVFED
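Human TRb LBD (0.6 uM) plus Texas Red-labeled SRC2 peptide (20 nM), 1uM T3, 5% DMSO, 5 hr at ambient temperature. Decreased polarization (555/632 nm) flags inhibition; data normalized to free and bound peptide controls.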
SMN2 splice up – enhancers of SMN2 splice variant expression; 210,000 compounds, 2.8% hits; Potency, µM (highest dose often 46.1 µM), for inactives: top-dose activity change, positive = activation, actives largely listed as activators; HEK293 SMN2-luciferase splicing reporter, luminescence, 30-36 h; also: % of control where 0% means no effect; nearly all actives have a fitted effect of over 55% in size
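qHTS luciferase splicing reporter: luminescence rises when SMN2 exon 7 is included in transfected HEK293 cells. Compound exposure lasted 30-36 h at 37C, with 4.5 mM final sodium butyrate as control, followed by a ONE-Glo read.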
RGS12 GoLoco inh – RGS12 GoLoco-Gai1 interaction inhibition | 230,000 compounds, 0.44% hits | Gai1:RGS12 GoLoco peptide FP, rhodamine, 10 min | Potency, µM (series often up to 61.6 µM), for the others: at the highest dose activity, negative = inhibition, hits mostly inhibitors; active = well fitted inhibition curve with a large enough effect, not every such curve was filed as active; inactive = no such curve, though single readings can be large or run the other way; also: % is scaled to controls: 0 for no effect and ±100 for the full control effect; nearly all actives have a fitted effect of over 30% in size; many of its hits are not listed in these tables
TexasRed fluor – alters Texas Red total fluorescence, flagging assay interference | Potency, µM (top dose mostly 106 µM), inactives show at the top dose fluorescence change, negative = quenching | 280,000 compounds, 0.29% hits | TRb/SRC2 Texas Red total fluorescence interference | AID 1479; active = well fitted curve in either direction with a large enough effect; inconclusive = small, poorly fitted or top-dose-only effect; also: % is scaled to controls: 0 for no effect and ±100 for the full control effect
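Human TRβ ligand-binding domain (0.6 uM) and Texas Red SRC2 peptide (20 nM) in Tris buffer with 1 uM T3 and 5% DMSO were incubated with pinned compound for 5 hr at ambient temperature. Total fluorescence was computed as S + 2P (555/632 nm).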
RECQ1 inh – blocks DNA unwinding by human RECQ1. 240,000 compounds, 0.54% hits. RECQ1 DNA unwinding, red fluorescence kinetic read. Potency, µM (highest dose often 57.3 µM), for the others: at the highest dose activity, negative = inhibition, actives largely listed as inhibitors. P46063;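 also: plate controls were vehicle for no effect and no enzyme for full effect; nearly all actives have a fitted effect of over 30% in size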
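50 nM RECQ1T1 preincubated 15 min with compound in Tris pH 8.0 buffer with MgCl2, DTT, Tween-20 and 2.5 ug/ml poly(dI-dC); started with 200 nM TAMRA/BHQ-2 forked duplex and 2 mM ATP. Unwinding read as fluorescence (525/598 nm), two reads 2 h apart.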
LMNA splice mod – LMNA splicing modulation; Potency, µM (top dose mostly 46.1 µM), inactives show at the top dose ratio change, negative = inhibition, most hits filed as inhibitors; HeLa LMNA splicing GFP/RFP minigene ratio, 48 h; 200,000 compounds, 0.01% hits; AID 1487; active = well fitted inhibition curve with a large enough effect in the signal ratio, with a control signal flat, not every such curve was filed as active; inconclusive = small, poorly fitted or top-dose-only effect, or effect the other way, or a change in a side signal; the % refers to the signal ratio; also: % is scaled to controls: 0 for no effect and ±100 for the full control effect
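Read-out is the ratio of GFP to DsRed2 object intensity, acquired by 488 nm laser-scanning cytometry on HeLa lamin A-EGFP minigene reporter cells. Compound incubation 48 hrs at 37 °C in Opti-MEM with 2% FBS; DMSO 0.5% final.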
ALDH1A1 inh – ALDH1A1 (human) enzyme inhibition; Purified ALDH1A1, NADH fluorescence, propionaldehyde substrate; Potency, µM (titrated, usually from 75.3 µM), without a hit: top-dose activity, negative = inhibition, actives largely listed as inhibitors; 220,000 compounds, 7.3% hits; active = well fitted inhibition curve with a large enough effect, not every such curve was filed as active; inconclusive = small, poorly fitted or top-dose-only effect, or another doubt; inactive = no such curve, though single readings can be large or run the other way;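 also: plate controls were no enzyme wells and a reference inhibitor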
Target sequence (P00352 whole entry, looked up): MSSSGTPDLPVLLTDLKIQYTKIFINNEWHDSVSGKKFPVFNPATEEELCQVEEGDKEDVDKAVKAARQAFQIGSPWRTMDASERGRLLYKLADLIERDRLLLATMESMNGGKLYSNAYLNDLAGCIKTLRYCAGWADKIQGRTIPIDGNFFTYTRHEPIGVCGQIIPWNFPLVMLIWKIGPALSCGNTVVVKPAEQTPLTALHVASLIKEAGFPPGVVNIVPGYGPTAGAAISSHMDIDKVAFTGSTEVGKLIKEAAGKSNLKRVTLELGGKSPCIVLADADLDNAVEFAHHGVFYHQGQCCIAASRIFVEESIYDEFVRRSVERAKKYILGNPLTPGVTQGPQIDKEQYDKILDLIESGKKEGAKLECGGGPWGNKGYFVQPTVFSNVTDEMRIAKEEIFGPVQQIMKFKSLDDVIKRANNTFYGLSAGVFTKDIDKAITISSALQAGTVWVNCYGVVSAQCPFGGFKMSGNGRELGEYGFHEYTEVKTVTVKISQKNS
Numbers without * were called inactive; i = inactive; ? = inconclusive; · = no result given; [ ] = remark or other dose. Unless noted, calls follow the shape of the dose curve; as a rule, active = well fitted curve in the direction sought with a large enough effect; inconclusive = small, poorly fitted or top-dose-only effect, or another doubt; inactive = no such curve, though single readings can be large; an effect the other way counts as inactive or inconclusive. Potency is read from the fitted curve at half-maximal effect.

Every second line gives: JMJD2E inh	TRb-SRC2 inh	SMN2 splice up	RGS12 GoLoco inh	TexasRed fluor	RECQ1 inh	LMNA splice mod	ALDH1A1 inh
O=C1C2C3c4ccccc4C(c4ccccc43)C2C(=O)N1c1ccncc1 (stereo not given)
  0.8%	-1.0%	·	-3.9%	-1.0%	i	?	11.1%
CC(=O)Nc1ccc(S(=O)(=O)NCc2cccnc2)cc1
  1.5%	-2.0%	7.7%	1.7%	-2.0%	i	6.1%	4.6%
COCC(=O)Nc1ccc(Br)cc1
  -1.3%	2.6%	-1.8%	5.8%	-1.5%	i	-0.1%	5.2%
CCCCCCCOC1(c2ccccc2)OC(=O)c2ccccc21 (stereo not given)
  3.8%	4.3%	-22.9%	10.9%	0.7%	-6.9%	-3.8%	7.7%
O=C(CSc1nc2ccccc2s1)N/N=C/c1ccccc1C(=O)O
  8.6%	2.2%	·	7.7%	1.7%	i	·	7.9%
COc1ccc(-c2cc(C(=O)N3CCN(C(c4ccccc4)c4ccccc4)CC3)no2)cc1OC
  ?	-7.2%	-4.3%	10.1%	-2.6%	-4.6%	?	?
C[C@@H]1/C=C\CC(=O)OC[C@H]2O[C@@H](C=C[C@@H]2O)[C@H](C)/C=C\CC(=O)OC1
  ·	1.2%[11.2 µM]	·	·	3.1%[11.2 µM]	-0.8%[11.5 µM]	·	-3.8%[13.5 µM]
COc1cc(C)nc(N2CCC(C(N)=O)CC2)n1
  -22.8%	-3.6%	5.2%	5.8%	2.6%	-1.2%	7.1%	-8.3%
Cc1ccc(CNC(=O)c2ccc(C#CC(C)(C)O)s2)cc1
  2.3%	1.8%	25.6%	1.4%	-0.5%	-4.9%	-2.0%	5.9%
CCC(CC)C(=O)Nc1nnc(-c2cccs2)s1
  ?	1.3%	4.4%	-12.2%	3.7%	-4.5%	2.6%	?
Cc1ccc2c(c1)Oc1ccc(NC(=O)CCCl)cc1C(=O)N2
  -3.7%	-13.4%	-20.0%	-1.8%	-1.4%	i	?	5.6%
CN(C)c1ccc(C(=O)OCC(=O)Nc2ccc(S(N)(=O)=O)cc2)cc1
  -6.6%	0.6%	6.6%	-23.2%	0.0%	-8.3%	-3.0%	-13.2%
Cc1cc(C(=O)CSc2nc(N)cc(=O)[nH]2)c(C)n1CCc1ccc(Cl)cc1
  -3.1%	-3.4%	-90.4%[inhibitor]	14.6%	-0.2%	0.8%	?	6.3%
Cc1ccc(CNC(=O)CSc2nnnn2C)cc1
  0.7%	-2.6%	15.5%	5.9%	-2.5%	-9.3%	2.6%	3.0%
CCCn1c(-c2ccc(F)cc2)nc2c(NCCN(CC)CC)nc(C)nc21
  ?	0.8%	-2.4%	5.8%	0.8%	-7.5%	·	?
COc1ccc(OC)c(C(c2nnnn2CCC(C)C)N2CCN(C(=O)c3ccco3)CC2)c1 (stereo not given)
  -9.3%	1.2%	-8.5%	3.4%	0.2%	i	19.8%	6.4%
O=C(CSc1nnc(C23CC4CC(CC(C4)C2)C3)o1)Nc1ccc(N2CCOCC2)c(Cl)c1
  0.5%	2.5%	-23.1%	-0.8%	-7.6%	i	3.6%	10.8%
Cc1nonc1NC(=O)N1CCCC1
  1.7%	-4.7%	3.0%	-4.7%	-4.0%	-1.6%	0.5%	-0.1%
O=C(CS(=O)(=O)Cc1ccccc1)Nc1ccc(S(=O)(=O)N2CCCCCC2)cc1
  6.5%	-8.2%	17.3%	-3.2%	-0.1%	-2.4%	24.9%	1.0%
Cc1cccc(NC(=O)c2oc3ccc(S(=O)(=O)N4CCOCC4)cc3c2C)c1C
  ?	4.4%	-18.1%	1.6%	-2.9%	2.5%	-11.5%	?
Cc1ccccc1-n1cnc2cc(NCc3cccs3)ccc21
  ?	-1.2%	6.2%	11.9%	-3.6%	-6.2%	-4.7%	-10.6%
Cc1ccc(S(=O)(=O)Nc2ccc(NC(=O)Nc3ccc(F)cc3F)cc2)cc1
  0.8%	2.0%	-4.2%	9.1%	-0.3%	-12.0%	-8.8%	-6.8%
COc1ccc(C(C(=O)NC2CCCCC2)N(C(=O)c2sc(C)nc2C)c2ccc(OC)cc2)cc1 (stereo not given)
  6.9%	-9.4%	-4.6%	-17.9%	0.8%	-9.9%	8.6%	9.2%
COc1cccc(OC(=O)CSc2nnc(-c3ccccc3Br)o2)c1
  -4.2%	-9.5%	-2.2%	6.0%	-2.6%	i	4.3%	-10.5%
O=S(=O)(NCCN1CCOCC1)c1ccc2c(c1)OCCO2
  13.4%	-3.0%	-6.3%	-5.5%	-0.6%	i	·	7.2%
CCN(CC)CCOc1ccc2c(c1)C(=O)c1cc(OCCN(CC)CC)ccc1-2
  -1.2%	7.9%	-17.8%	96.0%[activator]	1.0%	-2.4%	·	8.9%
CC12CCC(C(=O)N(CCCCN3CCN(Cc4ccccc4)CC3)C1=O)C2(C)C (stereo not given)
  4.3%	-1.8%	·	4.7%	-0.3%	i	·	·
O=S(=O)(c1ccc(Cl)cc1)N1CCN(C2CCCCCC2)CC1
  6.2%	-5.3%	5.0%	9.4%	-0.7%	0.8%	8.9%	?
O=C(OC1CCOC1=O)c1ccc2ccccc2n1 (stereo not given)
  ?	-0.4%	-2.0%	0.8%	-0.2%	2.8%	7.5%	-4.5%
COc1ccc(Cc2nc3ccccc3[nH]2)cc1OC
  2.9%	7.6%	·	12.2%	0.8%	-7.3%	·	8.1%
COc1ccc(/C=N/n2c(-c3n[nH]c4c3CCC4)n[nH]c2=S)cc1OC
  5.7%	-7.1%	31.3%	17.4%	-1.9%	-5.0%	-3.3%	-10.2%
N#C/C(=C\c1ccccc1OCc1ccc(C(=O)O)cc1)c1ccccc1
  0.7%	2.0%	28.4%	-0.5%	-2.3%	i	·	-7.5%
Cc1cc(C)cc(Oc2nc3ccccn3c(=O)c2/C=C(\C#N)C(=O)NC2CCS(=O)(=O)C2)c1 (stereo not given)
  ?	7.7%	·	0.8%	-4.8%	4.5%	·	·
CCS(=O)(=O)N1CCC(NC(C)=O)(c2ccccc2)CC1
  -1.6%	0.5%	-2.6%	6.2%	1.7%	-5.9%	4.9%	6.3%
CCOc1cc(NS(=O)(=O)c2ccc(NC(C)=O)cc2)c(OCC)cc1NC(=O)c1cccs1
  13.8%	6.3%	-3.5%[1.84 µM]	6.9%	-0.4%	-3.4%	-6.6%	-6.5%
N#Cc1nc(-c2ccco2)oc1N1CCOCC1
  ?	-3.5%	-12.9%	2.9%	-3.1%	-3.8%	5.0%	?
Cc1ccccc1C(=O)NNc1ccc([N+](=O)[O-])cc1
  3.0%	6.5%	-9.6%	-9.0%	1.2%	-8.6%	5.9%	?
CCC(=O)Nc1ccccc1C(=O)OCc1ccc(C(=O)c2ccccc2)cc1
  -4.0%	4.8%	-7.5%	1.4%	1.0%	-6.2%	10.1%	?
CN(C(=O)COC(=O)/C=C/c1ccc2ccccc2n1)C1CCS(=O)(=O)C1 (stereo not given)
  ?	-9.3%	·	2.2%	-4.6%	-2.9%	·	-4.8%
CN(C(=O)c1ccc(OC2CCN(CCc3ccccc3)CC2)cc1)C1CCOCC1
  -3.9%	-1.4%	·	-6.7%	0.4%	i	·	9.5%
CN=C(Nc1ccc(Br)cc1)SC1CC(=O)N(c2ccc(OC)cc2)C1=O (stereo not given)
  25.9%	11.4%[53 µM]	·	-0.4%	-0.8%[53 µM]	11.7%	?	?
CCc1nnc(NC(=O)CSc2nnc(-c3ccncc3)n2C)s1
  5.8%	-3.3%	13.8%	-1.5%	-3.3%	-1.4%	0.4%	0.7%
CC(C)CNc1ncnc2c1cnn2Cc1ccc(Cl)cc1
  -2.7%	3.6%	·	2.7%	0.9%	-11.1%	·	·
CC(C)COC(=O)n1ccc(C(=O)N2CCCCC2)n1
  -2.8%	4.2%	-11.0%	0.0%	0.9%	i	2.4%	-3.0%
CCOC(=O)CC1=CC(=O)Nc2ccccc2N1
  -6.9%	0.0%	-10.7%	6.0%	-1.5%	-1.7%	10.7%	1.2%

One compound at a time, as listed above. Screens in order: JMJD2E inh	TRb-SRC2 inh	SMN2 splice up	RGS12 GoLoco inh	TexasRed fluor	RECQ1 inh	LMNA splice mod	ALDH1A1 inh
`N#C/C(=C\c1ccccc1OCc1ccc(C(=O)O)cc1)c1ccccc1` across the screens: 0.7%	2.0%	28.4%	-0.5%	-2.3%	i	·	-7.5%
`CCS(=O)(=O)N1CCC(NC(C)=O)(c2ccccc2)CC1` across the screens: -1.6%	0.5%	-2.6%	6.2%	1.7%	-5.9%	4.9%	6.3%

Other structures.
Every second line gives: JMJD2E inh	TRb-SRC2 inh	SMN2 splice up	RGS12 GoLoco inh	TexasRed fluor	RECQ1 inh	LMNA splice mod	ALDH1A1 inh
COC(=O)C(C)N(C#N)c1nc(C)cc(C)n1 (stereo not given)
  -1.9%	-21.0%	?	4.4%	-2.3%	-0.3%	24.4%	7.6%
CC(=O)c1ccc2c3c(ccc(O)c13)CC2
  -13.9%	3.9%	-31.2%[inhibitor]	0.9%	-1.2%	-3.8%	11.6%	?
CCCNC(=O)c1cccc(NC(=O)C(C)C)c1
  11.6%	-10.5%	-5.6%	1.4%	1.9%	i	18.1%[46 µM]	-0.5%
COc1ccc(NC2=C(c3ccc(OC)cc3)C(=O)c3ccccc32)cc1
  -3.8%	1.2%	-4.5%[1.84 µM]	10.9%	0.5%	-2.4%	-16.5%	14.3%
COc1cc2nc(CN3CCC(C(O)(c4ccccc4)c4ccccc4)CC3)[nH]c(=O)c2cc1OC
  -12.0%	0.7%	?	1.7%	-2.5%	i	-16.3%[46 µM]	5.1%
Cc1cc(N2C(=O)C3C4c5ccccc5C(c5ccccc54)C3C2=O)no1 (stereo not given)
  2.0%	-1.1%	-9.6%	0.8%	-1.1%	-9.8%	?	10.8%
CCCC1Nc2ccc(C(=O)O)cc2C2C=CCC12 (stereo not given)
  -0.7%	3.2%	7.7%	34.3%[activator]	7.6%	i	?	?

A portion of the library, so the mix of outcomes need not match the whole.
